# HSF-1 act: HSF-1 activators, primary screen, NIH3T3-HGL cells, MG132 stress, luminescence, single point | activation, % at 9 µM | NIH3T3-HGL HSF-1 luciferase reporter, 8 h; 100% = twice DMSO control signal | AID 504408, 2011 | actives 1.7% (n = 300,000);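 active means mean replicate activation of at least 50% with a set share of replicates each reaching 50%; inconclusive means only one of those two conditions met; inactive means mean below 50% and too few replicates reaching it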;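 further: 0% = median of the neutral control wells and 100% = twice that signal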
# aSyn UTR inh: MLPCN primary screen, SNCA 5' untranslated region; alpha-synuclein 5'UTR reporter, inhibitor activity; inhibition, % (tested at 7.5 µM); actives 0.82% (n = 300,000); in the data active means inhibition above about 60%; inconclusive means no clear call, values can overlap the other calls;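 further: H4 neuroglioblastoma cells stably carrying SNCA 5'UTR luciferase fusion; 0% = DMSO wells and 100% = positive control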
# KLF5 inh: KLF5 expression inhibitors, primary screen, DLD-1 cells, luminescence; DLD-1 KLF5 promoter-luciferase reporter; inhibition, % at 5 µM; actives 0.23% (n = 290,000);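 active means inhibition above a per-plate limit of that plate's mean compound inhibition plus 3 SD, cut at about 60% in these data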;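 further: 0% = DMSO wells and 100% = LY294002 at 200 µM; higher means less KLF5 promoter-driven luciferase light; inactives centre near -14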
# GSK3beta inhib: human GSK3beta kinase inhibitors, primary screen, biochemical, cell-free homogeneous, HTS. activity score (negative = inhibition), % at 10 µM. actives 0.038% (n = 300,000). AID 2097, 2009. GST-GSK3beta kinase, ADP-Glo luminescence, 60 min; hits give low values. Glycogen synthase kinase-3 beta (Homo sapiens), P49841;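 active means more than half of replicate wells score below -50%, meaning over 50% inhibition versus plate controls; inconclusive means some replicates but at most half score below -50%; inactive means no replicate scores below -50%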;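 further: 0% = median DMSO wells and -100% = median GW8510 positive control wells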
# Target sequence (P49841 whole entry, looked up): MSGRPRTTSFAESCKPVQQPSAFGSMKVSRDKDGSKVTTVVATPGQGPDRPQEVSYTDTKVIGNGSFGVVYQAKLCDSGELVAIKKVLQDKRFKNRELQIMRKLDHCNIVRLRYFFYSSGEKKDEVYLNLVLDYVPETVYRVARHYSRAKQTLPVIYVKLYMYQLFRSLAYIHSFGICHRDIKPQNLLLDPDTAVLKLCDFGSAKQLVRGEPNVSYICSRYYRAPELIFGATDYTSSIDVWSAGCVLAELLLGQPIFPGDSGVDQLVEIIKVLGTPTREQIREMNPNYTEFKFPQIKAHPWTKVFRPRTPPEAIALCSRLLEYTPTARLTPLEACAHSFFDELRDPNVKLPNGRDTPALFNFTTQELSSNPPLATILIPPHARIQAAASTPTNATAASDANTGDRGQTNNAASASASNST
#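 Test system: GST-fused GSK3beta enzyme, cell-free | Quantity: 1.6 ng GST-GSK3beta enzyme per well | Reagent: 25 µM ATP with peptide substrate | Schedule: 60 min enzyme reaction, room temperature | Signal: Luminescent ADP-Glo measurement of ADP formed | Read-out basis: Score relative to plate controls | Control set: DMSO and 20 µM GW8510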
# AI-2 QS mod: Vibrio harveyi AI-2 quorum sensing modulators, primary screen, JMH597 strain, luminescence/OD600 ratio; Vibrio harveyi JMH597 AI-2 luminescence/OD600 ratio, 9 h; hits give low values; strain lacks LuxN and CqsS sensors; 0 = neutral-control median; activity change, % at 7.5 µM; actives 0.4% (n = 300,000); AID 2094, 2009; in the data active means activity change below about -75%, passing the limit was not always enough; inconclusive means no clear call, values can overlap the other calls;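 further: luminescence divided by OD600 gain over 9 h not by final OD600 alone; inactives centre near 13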
# GSK3 alpha inh: blockers of GSK3A enzyme activity – biochemical, luminescence, cell-free homogeneous, HTS, primary screen; Glycogen synthase kinase-3 alpha (Homo sapiens), P49840; GSK-3 alpha kinase, ADP-Glo luminescence, 60 min; inhibition, % at 10 µM; actives 0.1% (n = 320,000);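 in the data active means inhibition above about 50%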;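 further: GST-tagged GSK-3 alpha with peptide substrate and 25 µM ATP; 0% = DMSO neutral wells and 100% = GW8510 positive control wells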
# Target sequence (P49840 whole entry, looked up): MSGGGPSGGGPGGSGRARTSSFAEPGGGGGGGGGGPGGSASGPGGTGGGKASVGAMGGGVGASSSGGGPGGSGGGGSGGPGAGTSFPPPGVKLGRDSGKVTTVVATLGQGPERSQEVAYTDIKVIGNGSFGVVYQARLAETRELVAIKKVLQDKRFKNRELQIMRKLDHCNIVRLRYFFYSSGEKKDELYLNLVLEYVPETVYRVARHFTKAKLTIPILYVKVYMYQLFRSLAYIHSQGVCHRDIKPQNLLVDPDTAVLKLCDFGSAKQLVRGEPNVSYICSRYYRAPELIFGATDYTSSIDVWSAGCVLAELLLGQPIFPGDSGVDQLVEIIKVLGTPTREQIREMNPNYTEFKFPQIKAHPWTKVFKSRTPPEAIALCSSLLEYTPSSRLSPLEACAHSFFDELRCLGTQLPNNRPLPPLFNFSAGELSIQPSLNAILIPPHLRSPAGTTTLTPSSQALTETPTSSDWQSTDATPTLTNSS
# HSP90 inh: HSP90 inhibitors, primary screen, cell lysate, luminescence; Rabbit reticulocyte lysate, luciferase refolding luminescence, 3 h; inhibition, % at 5.6 µM; actives 0.91% (n = 290,000);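 active means inhibition above the screen-wide mean plus 3 SD, computed separately per campaign, cut at about 16% in these data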;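 further: 0% = DMSO wells and 100% = 60 µM geldanamycin wells; inhibitors lower the luminescence because luciferase stays unfolded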
# HSF1 inh: HSF1 inhibitors in luciferase reporter cells, primary screen, cell-based, NIH3T3, luminescence; NIH3T3-HGL HSE-luciferase, MG132-induced, luminescence 8 h; hits give low values; activity change, negative = inhibition, % at 7.5 µM (by protocol); actives 0.77% (n = 300,000); AID 2098, 2009;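 active means more than half of replicate wells show activity change below -50%, luminescence cut by over half; inconclusive means some wells, but at most half, below -50%; inactive means no replicate well below -50%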;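 further: luciferase reports HSF-1 transcriptional activity via heat shock element; 0% = median of DMSO wells and -100% = zero luminescence signal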
# IEC-6 cytotox: cytotoxicity in IEC-6 intestinal epithelial cells, primary screen, cytotoxicity control for KLF5 inhibitor project, cell-based, luminescence | IEC-6 cytotoxicity, luminescence viability | inhibition, % at 5 µM | actives 0.78% (n = 290,000); in the data active means inhibition above about 22%;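 further: 0% = plate median of test compound wells and 100% = cytotoxic reference compound wells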
# HIF act: HIF pathway transcriptional activators, primary screen, cell-based, U2OS HRE-luciferase, luminescence; U2OS HRE-luciferase reporter; normalized: DMSO 0%, desferrioxamine 100%; activation, % at 7.5 µM (by protocol); actives 0.32% (n = 300,000); AID 1910, 2009;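 active means mean activation of at least 10% of the iron chelator positive control signal, with at least half of replicates also reaching 10%; inconclusive means mean and replicate majority disagree about reaching 10%; inactive means mean and most replicates under 10%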
# The depositor's hits bear a star; ? = inconclusive; . = no result given.
# Start of the listing, in advance:
compound	IEC-6 cytotox	HSF-1 act	HSF1 inh	AI-2 QS mod	aSyn UTR inh	HSP90 inh	GSK3 alpha inh	GSK3beta inhib	HIF act	KLF5 inh
Cc1ccc(CNC(=O)C2CC(c3ccc([N+](=O)[O-])cc3)=NO2)cc1 (centres undefined)	4	-6	2	-15	-3	-1	1	3	2.0	-24
O=C1/C(=C/c2c[nH]c3ccccc23)CCC/C1=C\c1c[nH]c2ccccc12	7	28	5	43	-14	-3	0	-2	0.3	0
CC(=O)c1cc2c(cc1NS(=O)(=O)c1ccc(C)cc1)OCCO2	-1	-2	-5	2	-35	1	0	4	2.7	-17
CCCCN(C(=O)c1cc(S(=O)(=O)N2CCCCCC2)ccc1OC)c1ccccc1	.	8	0	17	4	.	-2	-4	0.3	.

# The list itself, repeating the preview:
compound	IEC-6 cytotox	HSF-1 act	HSF1 inh	AI-2 QS mod	aSyn UTR inh	HSP90 inh	GSK3 alpha inh	GSK3beta inhib	HIF act	KLF5 inh
Cc1ccc(CNC(=O)C2CC(c3ccc([N+](=O)[O-])cc3)=NO2)cc1 (centres undefined)	4	-6	2	-15	-3	-1	1	3	2.0	-24
O=C1/C(=C/c2c[nH]c3ccccc23)CCC/C1=C\c1c[nH]c2ccccc12	7	28	5	43	-14	-3	0	-2	0.3	0
CC(=O)c1cc2c(cc1NS(=O)(=O)c1ccc(C)cc1)OCCO2	-1	-2	-5	2	-35	1	0	4	2.7	-17
CCCCN(C(=O)c1cc(S(=O)(=O)N2CCCCCC2)ccc1OC)c1ccccc1	.	8	0	17	4	.	-2	-4	0.3	.
Cc1ccc(OCCCCn2ccnc2C)c(C)c1	10	-5	0	17	-5	2	0	-2	-0.1	7
CC1Cc2cc(/C(O)=C3\C(=O)C(=O)N(CCN4CCOCC4)C3c3ccccc3F)ccc2O1 (centres undefined)	-3	4	1	-9	25	3	-3	2	0.1	-3
Cc1ccccc1C(=O)NC(C)C(c1cccs1)N1CCOCC1 (centres undefined)	-3	-7	2	12	21	-2	-3	-17	0.0	-22
CSCCNC(=O)c1cccc(Cl)c1	6	-7	-2	12	-16	-1	.	0	-0.5	-2
O=C(Cc1ccccc1)NC(=S)Nc1ccc2oc(-c3ccccc3F)nc2c1	4	14	11	23	-187	2	-2	1	2.7	-6
COc1cccc(Nc2nc(CC(C)=O)ns2)c1	10	30	15	22	-86	1	0	-3	1.9	-32
CCN1CCN(CCC(=O)Nc2cccc(C)c2)CC1	1	8	-5	.	9	1	-3	.	-2.5	-51
CCOc1ccc2nnnn2n1	-1	2	-5	13	10	-1	-3	1	0.9	-26
Cc1cc(C)cc(NC(=S)N2CCN(S(C)(=O)=O)CC2)c1	9	-9	-10	17	5	-1	-2	0	-0.9	-27
CC(=O)Nc1ccc(S(=O)(=O)Nc2ccc3c(c2)C(=O)OC3)cc1	-1	9	0	42	-6	-1	8	-2	-0.1	-13
COc1nccnc1NS(=O)(=O)c1ccc(NC(=S)NC(=O)/C=C/c2ccccc2)cc1	3	10	4	20	9	-2	0	0	-0.6	2
COc1cccc(CNC(=O)Cc2nc3nc(C)cc(C)n3n2)c1	4	21	0	19	-4	2	0	-2	0.0	-12
COc1ccc(/C=N/NC(=O)c2cc3c(ccc4ccccc43)o2)c(OC)c1	10	0	-9	9	3	9	.	-2	0.8	7
COc1ccccc1N(CC(=O)NCc1ccc(F)cc1)C(=O)CCC(=O)Nc1nccs1	1	0	3	-13	-11	0	-2	-4	0.3	-15
COc1cccc(CN2CC(C(=O)N(C)CCc3ccccc3)CCC2=O)c1 (centres undefined)	-9	-2	2	-1	9	-6	-2	-2	-0.5	-45
COc1ccc(-c2nnc(SCC(=O)NC(=O)NCc3ccccc3)o2)cc1	-5	9	-11	29	-8	2	.	1	-0.1	-24
COc1ccccc1/C=N/NC(=O)c1ccc(NC(=O)c2cccc([N+](=O)[O-])c2)cc1	-3	-7	-4	17	3	-3	0	0	-0.1	-13
Cc1ccc(C(=O)NNC2=NC(C)(C)Cc3ccccc32)cc1	-3	2	-1	31	-6	-5	-4	-2	-0.4	-11
CC(=O)c1cccc(CN2CCCC(CCC(=O)NCc3ccc(C)o3)C2)c1 (centres undefined)	6	.	.	17	-9	1	-1	-3	0.0	-14
CCCn1c2c(c(O)c(C(=O)Nc3ccc(OCC)cc3)c1=O)CCCC2	2	9	-6	9	1	1	-1	6	-0.2	2
COc1cccc(SCc2noc(C(=O)NCCCN3CCOCC3)c2C(=O)NCCCN2CCOCC2)c1	.	-12	-5	12	-12	.	-3	1	0.4	.

# No new results follow: 3 of the compounds above.
compound	IEC-6 cytotox	HSF-1 act	HSF1 inh	AI-2 QS mod	aSyn UTR inh	HSP90 inh	GSK3 alpha inh	GSK3beta inhib	HIF act	KLF5 inh
Cc1ccc(CNC(=O)C2CC(c3ccc([N+](=O)[O-])cc3)=NO2)cc1 (centres undefined)	4	-6	2	-15	-3	-1	1	3	2.0	-24
O=C1/C(=C/c2c[nH]c3ccccc23)CCC/C1=C\c1c[nH]c2ccccc12	7	28	5	43	-14	-3	0	-2	0.3	0
CC(=O)c1cc2c(cc1NS(=O)(=O)c1ccc(C)cc1)OCCO2	-1	-2	-5	2	-35	1	0	4	2.7	-17

# Carrying on:
compound	IEC-6 cytotox	HSF-1 act	HSF1 inh	AI-2 QS mod	aSyn UTR inh	HSP90 inh	GSK3 alpha inh	GSK3beta inhib	HIF act	KLF5 inh
N#Cc1c(C#N)c(O)c2ccccc2c1O	-6	-15	-2	24	14	6	6	-1	0.3	-12
Cc1cccc(NC(=O)C2CCCN(S(=O)(=O)c3cccc4cccnc34)C2)c1 (centres undefined)	-2	-2	-9	15	14	-2	0	-6	0.1	-33
N#CCCN(Cc1ccccc1)C(=O)Nc1ccc(F)cc1	0	3	-3	15	5	-1	0	0	-0.1	-11
Cc1ccc(-n2ncc3c2ncn2nc(-c4ccco4)nc32)c(C)c1	4	43	35	12	-89	4	0	-11	1.5	-15
O=S(=O)(c1ccc(Cl)cc1)c1snnc1-c1ccccc1	-3	66*	33	3	116*	-2	-1	-1	-0.8	8
CCn1c(=O)cc(SCC(=O)Nc2ccc(C)cn2)c2ccccc21	0	?	27	16	4	0	-1	2	-0.4	-27
CCOC(=O)c1ccc(NCc2cccnc2)cc1	-1	10	4	7	-27	-2	-3	-3	3.3	-65
N#C/C(=C\c1ccc(O)c([N+](=O)[O-])c1)c1nc2ccccc2s1	-11	21	-6	75	-66	3	.	-1	0.3	-21
COc1cc2c(C(=O)NCc3ccccn3)cn(C)c(=O)c2cc1OC	-3	17	0	42	0	3	-1	0	0.1	-30
COc1ccc(NC(=O)CCn2nc(C)cc2C)cc1	-8	6	3	21	5	-1	10	1	0.3	7
CCCOc1ccc2ccccc2c1/C=N/n1cnnc1	-3	7	4	16	16	-3	-1	-4	-0.2	4
CC(C)(C)c1ccc(S(=O)(=O)NCC(=O)Nc2sc3c(c2C(N)=O)CCCC3)cc1	2	.	.	29	.	-2	2	2	.	-28
Cc1ccc(CNC(=O)CNC(=O)c2c(C)nn(C)c2Cl)cc1	7	-6	-6	1	0	-2	-2	2	-1.0	-12
Cc1csc(N)n1	-7	-14	0	12	-15	5	-6	1	0.2	-33
O=C(Nc1ccc(N2CCOCC2)cc1)c1cnccn1	8	22	1	10	67*	46*	1	-1	-1.8	44
CN1CCN(c2ccncc2S(=O)(=O)N2CCCCC2)CC1	-3	-10	-1	2	-10	-3	0	-2	-0.1	-20
COc1ccc(-c2c3c(=O)n(C)c(=O)n(C)c3cn2-c2ccccc2O)cc1	0	-16	6	25	6	-2	1	0	0.0	14
Cc1ccccc1/C=N/N1CCN(c2ccccc2)CC1	-13	26	3	19	-131	-5	0	2	1.0	-16
COc1ccc(C2=NNC(c3cccnc3)=Nc3ccc(OC)cc32)cc1	2	-7	5	17	-2	0	0	-1	0.5	-6
Cc1ccc(OC(=O)CCS(=O)(=O)c2ccc(C)cc2)cc1	-6	7	10	9	1	-3	-2	2	-0.6	-43
O=c1cc(CSc2nnc3ccccn23)c2c(ccc3ccccc32)o1	0	16	12	17	-53	0	-1	-1	-1.0	2
O=C(c1cc2ccccc2oc1=O)N(c1ccc(Cl)cc1)C1C=CS(=O)(=O)C1 (centres undefined)	-1	14	-4	5	-155	-1	3	2	-0.3	7
CC(=O)c1cccc(CN2CCCC(CCC(=O)NCc3ccc(F)c(F)c3)C2)c1 (centres undefined)	0	-12	-1	-1	-4	1	-4	2	0.1	-12
COc1ccc2c(c1OC)CN(C)CCc1cc3c(cc1C(O)C2)OCO3 (centres undefined)	0	1	-6	4	-8	1	8	1	-0.4	-14
COc1ccc(N(CC(=O)Nc2ccc3c(c2)OCO3)S(=O)(=O)c2ccccc2)cc1	-2	4	3	24	-10	-3	3	0	0.0	-43
CCN(CCNC(=O)c1cc(C)nn1-c1ccccc1)c1ccccc1	2	26	15	11	18	1	-2	0	-0.3	-4
CC(=O)NN1C(=O)c2ccccc2NC1c1ccco1 (centres undefined)	-3	-1	-10	17	-12	-2	-6	1	0.5	-15
Cc1cc(S(=O)(=O)N2CCN(c3ccc(F)cc3)CC2)c(C)s1	3	-12	-7	10	9	3	4	1	-0.1	-1
Clc1ccc(-c2nn3c(-c4ccccc4)nnc3s2)cc1	-3	6	-2	13	13	-3	-1	1	0.0	-24
O=C1NC2=C(C(=O)OC2)C(c2ccc(OC(F)(F)F)cc2)N1 (centres undefined)	6	-5	-4	6	13	2	-2	0	-0.1	-32
COC(=O)CSc1nc2cc3c(cc2cc1C)OCO3	8	-2	-6	19	-10	0	-1	-1	-0.2	7

# Limited to KLF5 inh and IEC-6 cytotox, for 3 of the compounds above:
Molecule | KLF5 inh | IEC-6 cytotox
CC(=O)NN1C(=O)c2ccccc2NC1c1ccco1 (centres undefined) | -15 | -3
Cc1cc(S(=O)(=O)N2CCN(c3ccc(F)cc3)CC2)c(C)s1 | -1 | 3
Clc1ccc(-c2nn3c(-c4ccccc4)nnc3s2)cc1 | -24 | -3

# From PubChem
